Source: PubChem (National Center for Advancing Translational Sciences (NCATS))
VP16 counter: counter-screen for ROR gamma inhibitors: Gal4-VP16 reporter | Drosophila S2 Gal4-VP16 UAS-luciferase, luminescence, 20 h | Potency, µM (series often up to 53.6 µM), without a hit: at the highest dose activity, negative = inhibition, actives largely listed as inhibitors | AID 2546 | actives 3.5% (n = 310,000);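 also: Gal4-VP16 expression switched on by copper sulfate through the metallothionein promoter; potency is read from the fitted curve at half-maximal effect; nearly all actives have a fitted effect of over 50% in size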
Giardia killer: Giardia lamblia killing; Giardia lamblia trophozoite viability; activity change, % at 7.66 µM, hits read low; actives 0.15% (n = 340,000); AID 540267; in the data active = activity change below about -80%; inconclusive = between about -30% and that limit;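 also: parasites exposed to compound for two days anaerobically before the ATP read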
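Compounds were tested on trophozoites seeded at 100 cells/well and held 48 hrs at 37 deg C anaerobically. An ATP-based luminescent kit measured the remaining live cells.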
Coupling enz: coupling enzyme interference in Giardia aldolase counter-screen | actives 0.67% (n = 290,000) | coupling enzyme system counterscreen, AmpLite Red fluorescence | activity change, negative = inhibition, % at 58.2 µM, hits read low; in the data active = activity change below about -30%
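Counterscreen lacking aldolase: glyceraldehyde-3-phosphate coupling-enzyme reagent preincubated 10 min at RT with compound (at 57.5 uM final), then substrate/coupling system with AmpLite Red added; fluorescence read at 525/598 nm after 20 min RT.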
RORg inh: ROR gamma (mouse) transcription inhibition; P51450; Drosophila S2 Gal4-RORgamma UAS-luciferase reporter, 20 h; Potency, µM (top dose mostly 53.6 µM), without a hit: at the top dose activity change, negative = inhibition, hits mostly inhibitors; actives 5.4% (n = 310,000); AID 2551; also: potency is read from the fitted curve at half-maximal effect; nearly all actives have a fitted effect of over 60% in size
Target sequence (P51450 whole entry, looked up, the tested form may be a part): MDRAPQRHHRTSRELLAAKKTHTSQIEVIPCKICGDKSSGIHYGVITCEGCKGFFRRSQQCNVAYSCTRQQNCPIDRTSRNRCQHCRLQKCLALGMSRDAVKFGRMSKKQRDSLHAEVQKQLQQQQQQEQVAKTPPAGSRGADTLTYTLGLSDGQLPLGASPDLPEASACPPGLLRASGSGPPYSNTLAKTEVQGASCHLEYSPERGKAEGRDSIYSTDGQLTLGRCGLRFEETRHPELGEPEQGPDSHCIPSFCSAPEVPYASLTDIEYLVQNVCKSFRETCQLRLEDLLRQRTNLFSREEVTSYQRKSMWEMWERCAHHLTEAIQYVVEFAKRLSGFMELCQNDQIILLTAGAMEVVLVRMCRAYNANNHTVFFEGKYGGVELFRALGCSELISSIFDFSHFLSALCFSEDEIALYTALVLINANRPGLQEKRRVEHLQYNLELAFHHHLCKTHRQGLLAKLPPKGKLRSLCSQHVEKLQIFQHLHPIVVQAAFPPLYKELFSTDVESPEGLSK
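Schneider cells (Drosophila), stable Gal4 DBD–ROR gamma + UAS-luc; 1 hr cmpd preincubation; Cu2+ induction 700 uM final; 20 hr ambient; luminescence.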
* marks the source's active call; other numbers are inactive results; i = inactive; u = inconclusive; x = not tested or not shown; & = joins results of further samples; [ ] = dose if it differs, or a comment. Unless noted, calls follow the shape of the dose curve; as a rule, active = well fitted curve in the direction sought with a large enough effect; inconclusive = small, poorly fitted or top-dose-only effect, or another doubt; inactive = no such curve, though single readings can be large; an effect the other way counts as inactive or inconclusive. % is scaled to controls: 0 for no effect and ±100 for the full control effect. These rows are one share of the data; rates above refer to the full screens.

SMILES	VP16 counter	Giardia killer	Coupling enz	RORg inh
COc1ccc2[nH]cc(CCNc3cc(-c4c(C)noc4C)ncn3)c2c1	3.3%	x	-0.1	2.5%
CC(C)[C@@H](CC(=O)N[C@@H]1CCNC[C@H]1C(=O)N[C@H](CC(=O)N[C@@H](CCC(=O)O)CC(=O)O)Cc1ccccc1)NC(=O)C[C@H](Cc1c[nH]c2ccccc12)NC(=O)[C@@H]1CCCC[C@H]1N	-7.3%	x	3.4	9.6%
Cc1cccc(CNc2ccnc(-c3ccccc3CN(C)C)n2)c1	1.2%	x	4.7	-30.9%
COc1ccc(-c2cc(=O)c3c(OC(C)=O)cc(OC(C)=O)cc3o2)cc1	-26.1%	x	1.8	u
COC(=O)C(C(C)=O)C(=O)C(Cc1ccccc1)NC(=O)OCc1ccccc1 (centres undefined)	0.1%[10 µM]	x	0.0	-3.3%[10 µM]
C[C@@H](C(=O)Nc1ccc2ccccc2c1)[C@@H]1C[C@@]1(C)[C@@H](NS(=O)(=O)c1ccc2ccccc2c1)c1ccccc1	-14.8%	x	-4.5	u
COC(=O)c1ccc(C(NC(=O)OCc2ccccc2)/C(=C/[C@@H](C)C(=O)NCc2cc(C)n(C)n2)c2cccnc2)cc1 (some centres undefined)	-11.9%	x	-3.7	1.0%
COC(=O)/C=C\CCc1coc(/C=C\CNC(=O)OC)n1	4.6%[10 µM]	x	0.7	-2.3%[10 µM]
CCC(C)c1cc([N+](=O)[O-])cc([N+](=O)[O-])c1OC(=O)OC(C)C (centres undefined)	u	x	-7.7	u
C=C(CCC12O[C@H](C(=O)O)[C@@](O)(C(=O)O)[C@](C(=O)O)(O1)[C@H](OC(=O)/C=C/[C@@H](C)C[C@@H](C)CC)[C@H]2O)[C@@H](OC(C)=O)[C@H](C)Cc1ccccc1	-3.2%	x	6.9	-7.6%
COC(=O)C/C=C\[C@@H](C)[C@@H](/C=N\O[C@@H]1O[C@H](COC(C)=O)[C@@H](OC(C)=O)[C@H](OC(C)=O)[C@H]1OC(C)=O)NS(=O)(=O)c1ccc(C)cc1	-4.6%[10 µM]	x	-2.0	-5.2%[10 µM]
COC(=O)C1(C(=O)OC)C[C@H]2CON=C2[C@H]1c1ccccc1	2.1%&-0.5%	x	1.2&2.0	-6.0%&17.0%
Cc1c(C)c2c(c(C)c1OC(=O)c1cccnc1)CC[C@@](C)(CCC[C@H](C)CCC[C@H](C)CCCC(C)C)O2	-1.0%&-9.1%	x	0.5	1.0%
O=[N+]([O-])c1cc2nc(O)c(O)nc2cc1[N+](=O)[O-]	-4.3%	x	7.1	-12.6%
CCCN(CCC)C[C@@H]1CCCCN1CCNC(=O)N1c2ccccc2C(=O)Nc2cccnc21	0.1%	x	4.6	-25.1%
O=c1cc(-c2ccccc2)oc2c(O)c(O)ccc12	u	x	-9.0	u
CN(C)c1ccnc(-c2cccc(NS(C)(=O)=O)c2)n1	12.9%	x	-0.5	3.2%
O=P(O)(O)C(O)(Cn1ccnc1)P(=O)(O)O	-1.4%	x	2.8	4.7%
c1ccc2c(Nc3ccncc3)nc(-c3ccoc3)nc2c1	-20.6%	x	-1.4	-18.1%
CC(C)=NOCc1ccc(-c2cc(-c3ccccc3)no2)cc1	5.4%[10 µM]	x	1.5	-12.1%[10 µM]
COc1ccccc1CN1CCCC2(CCN(C(=O)c3cnccn3)CC2)C1	-9.6%	x	3.5	-0.3%
Cc1cc(O)c2c(c1O)C(=O)C(O)=C(O)C2=O	-14.1%	x	-12.7	-43.7%
Cc1ccc(/C=C/C2=C[C@]3(C)C[C@]2(C)[C@H](c2ccc(C)cc2)CC3=O)cc1	6.3%	x	3.2	10.2%
CN1C[C@H](C(=O)N[C@@]2(C)O[C@@]3(O)C4CCCN4C(=O)C(Cc4ccccc4)N3C2=O)C[C@H]2c3cccc4[nH]cc(c34)C[C@H]21 (some centres undefined)	-3.2%	x	4.7	-2.6%
O=C(O)C[C@@H]1NC(=O)[C@H](Cc2ccccc2)NC1=O	-0.1%	x	0.1	-1.4%

Other compounds.
SMILES	VP16 counter	Giardia killer	Coupling enz	RORg inh
Cc1cnc(CNc2ncncc2-c2ccc(C(=O)N(C)C)cc2)cn1	5.1%	x	-3.3	-12.6%
Cn1cc(-c2nc3cncnc3n(Cc3ccc(F)cc3)c2=O)c2ccccc21	-19.0%	x	1.2	-8.9%
O=c1c(CCc2ccccc2)nc2cnc(N3CCOCC3)nc2n1Cc1ccc(F)cc1	8.3%	x	-2.9	0.7%
CNC1=C(Cl)C(=O)c2ccncc2C1=O	5.62µM*	x	-23.8	2.82µM*
CN(C)c1ccc(-c2cncnc2NCCc2cnc[nH]2)cc1	3.3%	x	2.8	-10.1%
O=c1c(-c2cccc(Cl)c2)nc2cncnc2n1Cc1ccc(F)cc1	0.1%	x	-2.0	10.9%
O=C(NCc1ccc2c(c1)OCO2)O[C@@H]1C(=O)c2cc(Br)ccc2O[C@H]1c1ccc2c(c1)OCO2	-10.6%	x	-3.4	u
CCCCCCN(C(=O)CCCCCN1C(=O)NC(c2ccc3ccccc3c2)C(C(=O)OCc2ccccc2)=C1C)C(C(=O)NCCCC)c1ccc(OCC(=O)OC)c(C(=O)OC)c1 (centres undefined)	17.0%	x	-6.2	21.6%
C=CCc1cccc(C2NC(C(=O)O)CCC2C)c1 (centres undefined)	-5.6%[10 µM]	x	-7.2	-5.9%[10 µM]
OC[C@@H]1O[C@@H](Oc2ccc(O)cc2)[C@H](O)[C@@H](O)[C@@H]1O	0.3%	x	-0.7	21.9%
CC(=O)N(O)C/C=C/c1cccc(Oc2ccccc2)c1	2.7%	x	-0.2	u
COc1ccc(/C=C/C(=O)c2cccs2)c(OC)c1	35.5µM*	x	-0.6	12.6µM*
NC(Cc1cnc[nH]1)C(=O)Nc1ccc2ccccc2c1 (centres undefined)	-14.3%	x	3.6	2.1%
COc1ccc(-c2nc3cnc(N4CCOCC4)nc3n(CCC#N)c2=O)cc1	-3.7%	x	0.1	-11.7%
COc1ccc(S(=O)(=O)Nc2cccc3cccnc23)cc1	x	-1.2	x	x
Cc1ccccc1OCC(=O)NCC(=O)OCc1ccc2ccccc2c1	x	9.4	x	x
O=C(Nc1cccc2cccnc12)c1ccc(Br)cc1	x	-3.7	x	x
Cc1ccc(-c2nc(N3CCN(S(=O)(=O)c4ccc(F)cc4)CC3)c3ccc(Cl)cc3n2)cc1	x	-12.0	x	x
O=C(COC(=O)C12CC3CC(CC(Cl)(C3)C1)C2)NCc1ccco1	x	8.1	x	x
S=C(NCCCc1cnc[nH]1)NCCCN(CCc1ccc(Cl)cc1)c1ccc(Br)cn1	x	5.4	x	x
S=C(NCCCN(Cc1ccc(Cl)cc1)c1ccc(Br)cn1)NCc1ccc2nc[nH]c2c1	x	13.2	x	x
COc1ccc(CCn2c3c(c(=O)[nH]c2=S)CN(CC(C)C)CN3)cc1OC	x	10.8	x	x
O=S(=O)(c1cccc(C(F)(F)F)c1)N1CCN(c2nc(-c3ccccc3)nc3ccccc23)CC1	x	-6.9	x	x
CCCCCCC1(C)NC(c2ccc3c(c2)OCO3)=CC(c2ccccc2O)N1 (centres undefined)	x	-22.5	x	x
CCn1nc(-c2ccc(C)cc2)nc2c(=O)n(C)c(=O)nc1-2	x	-102.2*	x	x

More records follow.
SMILES	VP16 counter	Giardia killer	Coupling enz	RORg inh
O=C(CI)Nc1cccc2cccnc12	x	-17.9	x	x
CCCN1CNc2c(c(=O)[nH]c(=S)n2CCc2ccc(C)cc2C)C1	x	-2.5	x	x
COc1ccc(CN2C(=O)N(c3ccccc3)C(=O)C2c2ccccc2)cc1COc1ccc(NC(C)=O)cc1 (centres undefined)	x	6.5	x	x
COc1ccc(CNc2nc(Cl)nc3nc[nH]c23)cc1	x	2.0&4.2	x	x
Fc1ccc(CCNc2ncnc3nc[nH]c23)cc1	x	22.2&-1.7	x	x
Oc1ccc(Br)cc1C1C=C(c2ccc3c(c2)OCO3)NC(c2ccc(Br)cc2)N1 (centres undefined)	x	5.2	x	x
CS(=O)(=O)c1ccc(C(=O)OCC(=O)Nc2cc(C(F)(F)F)ccc2Cl)cc1[N+](=O)[O-]	x	0.8	x	x
Cc1ccc2[nH]c(=O)c(CN(Cc3ccccc3)Cc3nnnn3Cc3ccco3)cc2c1	x	-13.5	x	x
N#Cc1cccc(S(=O)(=O)N2CCN(S(=O)(=O)c3ccc4c(c3)OCCO4)CC2)c1	x	6.1	x	x
Cc1ccc(S(=O)(=O)N2CCN(c3nc(-c4ncccn4)nc4ccccc34)CC2)cc1	x	7.3	x	x
COc1ccc(C#Cc2cnc(Cl)c3cncnc23)cc1OC	x	i	x	x
COc1ccc(CN(Cc2ccccc2)C(=O)c2cccc(C#N)c2)cc1COc1ccc(NC(C)=O)cc1	x	-22.6	x	x
O=S(=O)(c1ccccc1)N1CCN(S(=O)(=O)c2ccccc2)CC1	x	u	x	x
O=C1c2ccccc2C(=O)N1c1ccc(S(=O)(=O)N2CCOCC2)cc1	x	4.9	x	x
COc1cc(NS(=O)(=O)c2ccc(C(=O)O)cc2)c2nc(C)ccc2c1	x	1.5	x	x
Cc1ccc(S(=O)(=O)N2CCN(c3nc(-c4ccc(C)s4)nc4ccccc34)CC2)cc1	x	-3.1	x	x
CN1CCOc2cc(S(=O)(=O)N3CCN(c4nc(-c5cccs5)nc5ccccc45)CC3)ccc21	x	0.9	x	x
CCOc1ccc(NC(=O)CSc2nnc3c(n2)[nH]c2ccc(S(=O)(=O)N4CCCCC4)cc23)cc1	x	-22.8	x	x
Cc1cc2c(s1)c1cnn(CC(=O)N3CCOCC3)c(=O)c1n2C	x	9.6	x	x
CCn1nnc2c(N3CCCC3)ncnc21	x	-16.0	x	x
Cc1ccc(-c2nc(=Nc3ccccc3)sn2-c2ccccc2)cc1	x	-3.7	x	x
CN(C)c1ccc(-c2nn3c(-c4cc(-c5ccccc5)n[nH]4)nnc3s2)cc1	x	6.6	x	x
O=C(O)c1ccc(C(=O)Nc2cccc3cccnc23)cc1	x	-28.2	x	x
CCN(c1ccccc1)C1SC(=O)N(c2ccccc2)C1=O (centres undefined)	x	9.1	x	x
CCc1sc(-c2cc3ccc(O)cc3oc2=O)nc1-c1ccc(C)cc1	x	2.4	x	x
Cc1ccc(NS(=O)(=O)c2ccccc2)c(C)c1	x	10.6	x	x
COc1ccc(C(=O)N(Cc2ccco2)Cc2cccs2)cc1	x	15.4	x	x
COc1ccc(-c2nn3c(-c4cc(C)[nH]n4)nnc3s2)cc1	x	10.7	x	x
Oc1ccc(Br)cc1C1C=C(c2ccc3c(c2)OCO3)NC(c2ccc(F)c(Br)c2)N1 (centres undefined)	x	-13.9	x	x
COc1cc2cc(C#N)c(SCC(=O)OC(C)C)nc2cc1OC	x	-10.0	x	x
